FID counter: compounds displacing fluorescent DNA intercalator, primary screen, artefact control for HCV NS3 helicase inhibitor project, biochemical, FID fluorescence; inhibition, % at 7.9 µM; actives 0.17% (n = 290,000); DNA fluorescent intercalator displacement; in the data active = inhibition above about 37%;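 note: 0% = vehicle and 100% = reference compound; higher means more ethidium bromide displaced from hairpin DNA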
SUMO HTRF inh: inhibitors of in vitro SUMOylation cascade, primary screen, biochemical, HTRF, uHTS; inhibition, % at 35 µM; actives 0.36% (n = 290,000); HTRF SUMOylation assay, SAE1/SAE2 + UBC9; SUMO-conjugating enzyme UBC9 (Homo sapiens), P63279; in the data active = inhibition above about 50%, passing the limit was not always enough; note: strong numbers were not always called active
Target sequence (P63279 whole entry, looked up): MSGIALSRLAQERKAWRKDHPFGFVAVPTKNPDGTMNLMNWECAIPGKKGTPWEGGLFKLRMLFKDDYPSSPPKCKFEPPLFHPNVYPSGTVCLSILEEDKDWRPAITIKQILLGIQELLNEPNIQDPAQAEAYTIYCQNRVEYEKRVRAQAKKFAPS
NALP1 inh: NALP1 inflammasome inhibitors in reconstituted yeast, colorimetric, S. cerevisiae, triplicate retest | inhibition, % at 10 µM | actives 0.61% (n = 280,000) | S. cerevisiae NALP1/ASC/caspase-1 growth, X-gal OD620, 72 h; in the data active = inhibition mostly above about 24%, no sharp cut-off; inactive = mostly below about 32%; note: some compounds called inactive have numbers as strong as hits
PfM18AAP inh: PfM18AAP inhibitors, malaria aminopeptidase, primary screen, biochemical, QFRET, recombinant enzyme; M18 aspartyl aminopeptidase (Plasmodium falciparum 3D7); H-Glu-NHMec fluorogenic cleavage; inhibition, % at 7.35 µM; actives 1.2% (n = 290,000); AID 1822, 2009;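 active = inhibition above the campaign mean inhibition over all tested compounds plus 3 SD, cut at about 28% in these data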;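 note: 0% = plate median of test compound wells and 100% = 2 mM ZnCl2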
MEKK2 mut-MEK5: MEK5 binding signal on mutant MEKK2 PB1, primary screen, biochemical, multiplex bead flow cytometry, Alexa488-MEK5; AID 1530, 2009; Alexa488-MEK5 binding to MEKK2 mutant; actives 0.35% (n = 290,000); percent response, % at 10 µM; in the data active = percent response above about 24%, passing the limit was not always enough; note: inactives centre near 1; some results filed as inactive read as strong as hits
VIM-2 inh: VIM-2 metallo-beta-lactamase inhibitors, primary screen, biochemical, epi-absorbance readout, Pseudomonas aeruginosa enzyme | AID 1527, 2009 | inhibition, % at 5.6 µM | purified VIM-2, nitrocefin hydrolysis, epi-absorbance fluorescence | actives 0.89% (n = 290,000);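 active = inhibition above the mean of all tested compounds plus 3 SD, cutoff set per screening run, cut at about 7.5% in these data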;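 note: red hydrolysis product quenches plate fluorescence so inhibitors raise well fluorescence; 0% = enzyme with DMSO and 100% = DMSO without enzyme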
NS3 helicase inh: inhibitors of HCV NS3 helicase, primary screen, biochemical, Cy5 molecular beacon fluorescence. Hepatitis C virus NS3 helicase. NS3 helicase DNA unwinding. inhibition, % at 10.9 µM. actives 0.56% (n = 290,000). AID 1800, 2009;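 active = inhibition above the mean of all tested compounds plus 3 SD, set per campaign, cut at about 35% in these data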;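 note: 0% = DMSO wells and 100% = thioflavine S control wells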
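System: HCV NS3 helicase fragment; control set: DMSO and thioflavine S; technique: Cy5 fluorescence at 0 and 60 min, beacon hairpin quenching; reagent: beacon DNA duplex substrate plus ATP; replicates: singlicate; schedule: 1 h reaction at 25 °C, ATP-initiated; medium: MOPS buffer pH 6.5 with MgCl2, DTT, Tween20, BSA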
MEKK2wt PB1 HTS: modulators of MEK5 binding to wildtype MEKK2, primary screen, biochemical, multiplex bead flow cytometry, Alexa488-MEK5; Mitogen-activated protein kinase kinase kinase 2 (Homo sapiens), Q9Y2U5; Alexa488-MEK5 binding to MEKK2 WT; actives lie on both sides; binding response (% of control), % at 10 µM; actives 1.1% (n = 290,000); in the data active = binding response below about 67% or above about 130%
IMP-1 inhibitor: IMP-1 metallo-beta-lactamase inhibitors, primary screen, biochemical, epi-absorbance readout, Pseudomonas aeruginosa enzyme. actives 0.45% (n = 290,000). purified IMP-1, nitrocefin hydrolysis, epi-absorbance fluorescence. metallo-beta-lactamase IMP-1 (Pseudomonas aeruginosa). inhibition, % at 5.6 µM;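 active = inhibition above the mean plus 3 SD of all compounds in the same screening run, cut at about 4.5% in these data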;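 note: 0% = IMP-1 with DMSO and 100% = DMSO wells lacking enzyme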
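assay system = purified recombinant IMP-1 metallo-beta-lactamase enzyme | schedule = 15 min preincubation plus 25 min reaction at 25 °C | signal = Epi-absorbance fluorescence, 480 nm excitation, 530 nm emission | read-out basis = percent inhibition from optical density relative to buffer-blank wells | controls = IMP-1 with DMSO as 0%, enzyme-free DMSO as 100%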
Active calls of the source: *; x = not tested or not shown.

SMILES | FID counter | SUMO HTRF inh | NALP1 inh | PfM18AAP inh | MEKK2 mut-MEK5 | VIM-2 inh | NS3 helicase inh | MEKK2wt PB1 HTS | IMP-1 inhibitor
Cc1nn(C(C)C(=O)NCc2ccccc2Cl)c(=O)c2c1sc1ccccc12 (stereo not drawn) | -1 | 0 | -8 | 0 | 0 | -3.9 | -1 | 89 | -2.1
C=CCc1cc(Cl)ccc1OCCNCCN1CCOCC1 | 39* | 20 | 6 | -6 | -11 | -5.4 | -9 | 106 | -3.9
O=C(CN1C(=O)S/C(=C\C=C\c2ccccc2)C1=O)Nc1ccccc1C(=O)O | 14 | 20 | 7 | 13 | -1 | -1.2 | -36 | 97 | -3.1
CCOC(=O)c1c(-c2cccc3ccccc23)csc1NC(=O)C1C2CCC(O2)C1C(=O)O (stereo not drawn) | -48 | 24 | 24 | -6 | -1 | 0.7 | 29 | 100 | 0.8
CCO[C@@H]1OC(C(=O)N2CCOCC2)=C[C@H](C2CC2)[C@H]1CCCO | -9 | 9 | 3 | 4 | -7 | 2.0 | 3 | 93 | 0.6
C/C(=N/NC(=O)c1cc(C)[nH]n1)c1ccco1 | -5 | -17 | x | 3 | 0 | -1.7 | -6 | 103 | -1.7
COc1ccc(CNc2ncnc(N)n2)cc1 | -5 | 4 | 9 | 12 | 2 | -2.5 | 2 | 108 | -2.4
CSc1nc2c(cc1C#N)CCC2 | -1 | 22 | 20 | 2 | -2 | -2.2 | -3 | 100 | -4.3
CC(C)c1nc(SCC(=O)Nc2ccc3c(c2)OCCO3)c2c(=O)n(C)c(=O)n(C)c2n1 | 0 | 8 | -18 | -11 | 3 | -1.3 | 5 | 108 | -2.5
O=C(Cc1ccccc1Cl)NCCCn1ccnc1 | -4 | -2 | 16 | -3 | -1 | -5.5 | -15 | 102 | -3.0
CCOC(=O)N1CCN(C(=O)c2cnsn2)CC1 | 3 | 7 | -14 | 2 | 4 | -2.6 | 4 | 104 | -2.0
OCC[C@@H]1C[C@@H](O)[C@H](O)[C@]2(OCCCc3ccccc32)O1 | -1 | 15 | 15 | 7 | -2 | 2.2 | 9 | 99 | -0.5
Cc1ccccc1NC(=O)NCC1CCN(Cc2cccc(Cl)c2)CC1 | 14 | 2 | 28 | -14 | 1 | 2.3 | 11 | 104 | 1.4
Nc1nc(-c2ccccc2)cs1 | -2 | -5 | 18 | -13 | -1 | -1.7 | 4 | 98 | -0.6
O=C(CCc1ccccn1)N1CCCC(N2CCN(c3cccc(C(F)(F)F)c3)CC2)C1 (stereo not drawn) | -30 | 4 | 0 | 8 | 5 | -2.1 | 2 | 101 | -2.1
CCOCCCN(C)C1CCN(C(=O)c2oc3ccccc3c2NC(=O)Cc2ccc([N+](=O)[O-])cc2)CC1 | 20 | 5 | 19 | 0 | 1 | -0.3 | -23 | 108 | -2.2
COC(=O)Cn1c(=NC(=O)C(C)C)sc2c(C)cc(C)cc21 | -9 | 5 | 17 | -5 | 10 | -1.4 | 1 | 106 | -3.4
CCOc1ccccc1N(CC(=O)NC1CCCCC1)C(=O)c1nsc(Cl)c1Cl | -34 | -20 | 0 | 2 | -1 | -0.9 | -4 | 89 | -2.2
COc1ccc(CCn2c(O)c(C3=c4ccccc4=NC3=O)sc2=S)cc1OC | -8 | 8 | 4 | -5 | 2 | -2.1 | 1 | 107 | 0.0
NNc1nc(-c2ccccc2)nc2sc3c(c12)CCCC3 | -2 | -6 | 44 | 32* | 1 | -1.5 | 4 | 114 | -0.9
O=C(COc1ccccc1)c1cn(CC(=O)N2CCCC2)c2ccccc12 | -20 | 18 | 3 | 4 | 5 | -2.7 | 1 | 102 | -1.5
CC(=C\c1ccco1)/C=C(\C#N)C(=O)NCCc1c[nH]c2ccccc12 | -6 | -1 | 18 | 5 | -1 | -1.9 | 1 | 110 | -3.8
COc1ccc(CC(=O)NCC(=O)N/N=C/c2c[nH]c3ccccc23)cc1 | -7 | 6 | 11 | 4 | 2 | -2.2 | 0 | 102 | -1.5
CSCC[C@H](NC(=O)[C@H](Cc1ccccc1)n1c(=O)[nH]c2ccccc2c1=O)C(=O)N1CCC[C@H]1C(=O)O | -28 | 12 | 7 | 3 | 1 | -4.0 | -1 | 99 | -4.2
COc1ccc(C(C)=O)cc1CC(=O)NCCCn1ccnc1 | 1 | -9 | 10 | 0 | -2 | -2.3 | -19 | 100 | 4.8*
O=C(CC1SC(N2CCCCC2)=NC1=O)Nc1cccc(C(F)(F)F)c1 (stereo not drawn) | -4 | -13 | 5 | -4 | 6 | -1.1 | -5 | 105 | -0.5
CCN1CCN(CCNC(=O)Nc2ccc([N+](=O)[O-])cc2)CC1 | 8 | 18 | -16 | 4 | -2 | -1.6 | -1 | 102 | -0.6
Cc1ccccc1C(=O)NCCCn1ccnc1 | -8 | 12 | -7 | -2 | 6 | -4.1 | 8 | 104 | -2.9
O=C(COC(=O)c1cccs1)c1ccccc1 | -2 | 17 | 1 | 3 | -2 | -3.5 | 1 | 99 | -1.1
O=C(C1=C[C@@H]2[C@H]3C(=O)N(c4ccccc4)C(=O)[C@H]3[C@@H](C(=O)c3ccc(Cl)cc3)N2C=C1)c1ccccc1 | -15 | -4 | 18 | 3 | 2 | -2.2 | 12 | 108 | 0.3
CCn1nc(C)cc1C(=O)N1CCCC(C(=O)c2ccccc2SC)C1 (stereo not drawn) | -36 | 16 | 24 | -8 | 4 | 0.5 | 6 | 105 | -1.2
COc1ccc(OC)c(NS(=O)(=O)c2ccc(-c3coc(C)n3)cc2)c1 | -20 | 12 | -4 | 1 | 1 | -1.8 | -5 | 101 | -1.5
O=C(NCc1ccccn1)Nc1ccccc1C(F)(F)F | -1 | -5 | 10 | 1 | 4 | -2.1 | 7 | 106 | -1.1
COc1ccc(Cl)cc1NC(=S)N1CCCC1 | 4 | 4 | 8 | 1 | -1 | -4.0 | 0 | 100 | -1.7
COc1ccc2[nH]c(C)c(C(=O)CN3CCN(C/C=C/c4ccccc4)CC3)c2c1 | 39* | 18 | -6 | -3 | 4 | 3.8 | -79 | 106 | 0.2
Cc1ccc2c(c1)C1CN(C)CCC1N2CC(=O)N(C)c1ccccc1 (stereo not drawn) | 15 | 1 | -6 | -3 | 8 | -0.1 | -9 | 107 | -2.7
COc1ccc(NC(=S)N2CCN(C/C=C/c3ccccc3)CC2)cc1 | -4 | 9 | 34 | -2 | 12 | -0.2 | -2 | 110 | -1.6
COc1ccc(CCNC(=O)c2ccc(CS(=O)(=O)c3ccc(Cl)cc3)o2)cc1OC | -22 | 5 | 4 | -1 | 8 | 0.2 | -5 | 110 | 0.4
Cc1cc(C)n(/N=C/c2c[nH]c3ccccc23)c(=O)c1C#N | -5 | 8 | 6 | -9 | 1 | -3.8 | 5 | 106 | -1.3
Cc1[nH]c2ccccc2c1SCC(=O)N1CCCCC1 | -6 | -3 | 24 | -3 | -12 | 0.6 | -1 | 88 | -2.1
Cc1ccc(CNC(=O)C2CC(c3ccccc3[N+](=O)[O-])=NO2)cc1 (stereo not drawn) | -5 | 6 | 10 | 2 | -2 | -0.7 | -5 | 100 | -2.4
Cc1ccc(C(=O)Nc2cccc(NC(=O)c3cccs3)c2)c(C)c1 | -14 | 0 | 10 | -5 | 5 | -0.6 | 1 | 100 | -3.2
COCCN1C(=O)C(=O)/C(=C(/O)c2cccc(OC)c2)C1c1ccc(C)o1 (stereo not drawn) | -8 | 29 | 16 | 6 | 6 | 2.8 | 4 | 108 | -0.8
COC(=O)C(Cc1ccccc1)NCC(=O)Nc1cccc(Cl)c1C (stereo not drawn) | -35 | 8 | 0 | 4 | 2 | -2.5 | -4 | 104 | -0.3
O=C(NCc1ccc2c(c1)OCO2)c1ccc(NC(=O)C2CCCO2)cc1 (stereo not drawn) | -9 | -19 | -1 | -18 | 7 | -3.8 | 3 | 111 | -3.2
C[C@H](NC(=O)Nc1cccc(Br)c1)C(=O)O | -12 | 6 | -4 | 1 | -14 | 0.2 | -6 | 98 | -1.8
Cc1c(N2C(=O)CSC2c2ccco2)c(=O)n(-c2ccccc2)n1C (stereo not drawn) | -4 | 5 | -18 | 8 | 4 | -2.1 | -18 | 100 | -1.6
CC(=O)N1CCOc2ccc(S(=O)(=O)Nc3ccc(C)cn3)cc21 | -3 | 3 | 8 | 3 | 6 | -0.7 | 4 | 105 | -2.5
Cc1[nH]c(C)c2c(=O)[nH]ncc12 | -1 | 5 | 2 | 2 | 12 | -0.8 | -5 | 105 | -2.6
O=c1[nH]nc(Cc2ccccc2)c2ccccc12 | -3 | -1 | -2 | 1 | -3 | -1.4 | -1 | 99 | -2.2
The list continues:
SMILES | FID counter | SUMO HTRF inh | NALP1 inh | PfM18AAP inh | MEKK2 mut-MEK5 | VIM-2 inh | NS3 helicase inh | MEKK2wt PB1 HTS | IMP-1 inhibitor
Cc1cccc(N2CC(C(=O)Nc3ccc(S(=O)(=O)Nc4nccs4)cc3)CC2=O)c1C (stereo not drawn) | -38 | 5 | 2 | 8 | 1 | -0.2 | -6 | 101 | -2.2
N#C/C(=C\c1ccc(OCc2ccccc2)cc1)C(=O)Nc1ccc(C(=O)O)cc1 | -24 | 17 | 5 | 3 | -2 | -3.1 | 10 | 99 | -0.7
Cc1cc(C)cc(C(=O)NC(=S)Nc2ccc(Cc3ccncc3)cc2)c1 | 2 | 7 | 9 | -2 | -1 | -4.2 | -9 | 100 | -1.2
CC1CN(CCCCN2C(=O)c3ccccc3C2=O)CC(C)O1 (stereo not drawn) | 18 | 5 | 16 | -5 | -2 | -0.8 | -3 | 95 | -1.9
CCn1nc(C(=O)NNC(=O)COc2ccccc2C)c2ccccc2c1=O | -14 | -3 | 23 | 2 | 8 | -2.6 | 0 | 113 | -0.7
O=C(C[n+]1ccccc1)N/N=C/c1ccccc1[N+](=O)[O-] | 2 | 10 | 15 | -4 | 1 | -3.1 | -19 | 100 | -3.9

Only SUMO HTRF inh (three entries from above):
SMILES	SUMO HTRF inh
Cc1cccc(N2CC(C(=O)Nc3ccc(S(=O)(=O)Nc4nccs4)cc3)CC2=O)c1C (stereo not drawn)	5
N#C/C(=C\c1ccc(OCc2ccccc2)cc1)C(=O)Nc1ccc(C(=O)O)cc1	17
Cc1cc(C)cc(C(=O)NC(=S)Nc2ccc(Cc3ccncc3)cc2)c1	7
